ERp5 inh – inhibitors of human ERp5 | 350,000 tested, 0.05% active | inhibition, % at 9.99 µM | ERp5 insulin aggregation, absorbance 650 nm, 90 min | Q15084;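 active = mean replicate inhibition above about 25%, with every replicate also reaching it, limit read from the data, passing the limit was not always enough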
Target sequence (Q15084 whole entry, looked up): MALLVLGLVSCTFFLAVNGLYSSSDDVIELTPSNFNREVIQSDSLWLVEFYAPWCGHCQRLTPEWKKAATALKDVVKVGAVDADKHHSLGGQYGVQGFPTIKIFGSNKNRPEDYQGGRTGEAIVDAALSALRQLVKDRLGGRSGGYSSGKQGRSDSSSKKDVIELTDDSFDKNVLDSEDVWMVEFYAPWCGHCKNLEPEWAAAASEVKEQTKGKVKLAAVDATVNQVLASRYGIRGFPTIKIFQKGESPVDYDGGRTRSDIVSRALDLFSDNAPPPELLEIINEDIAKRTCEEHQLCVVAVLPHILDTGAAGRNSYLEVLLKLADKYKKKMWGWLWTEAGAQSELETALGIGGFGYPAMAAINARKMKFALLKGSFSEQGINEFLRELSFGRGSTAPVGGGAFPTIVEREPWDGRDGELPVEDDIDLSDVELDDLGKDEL
Statin myotox sup – suppressors of simvastatin-induced myotoxicity in C2C12 myotubes. ATP luminescence, 48 h; scaled: DMSO 0, geranylgeraniol control 100. rescue of ATP level, % at 7.49 µM. 330,000 tested, 0.78% active;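 active = mean ATP rescue above about 67%, or every replicate alone reaching that limit, limit read from the data, passing the limit was not always enough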;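 note: myotubes were challenged with 10 µM simvastatin during compound exposure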
esBAF inh – SWI/SNF esBAF complex inhibition. 350,000 tested, 2% active. AID 602393. mouse ES cells, Bmi1-luciferase knock-in reporter, 24 h; 100% = twice the neutral-well signal. reporter increase, % at 12.5 µM; in the data active = activation above about 40%;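 note: 0% = median of the plate's neutral control wells and 100% = double that signal; a rise in the Bmi1 reporter signal indicates esBAF inhibition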
Cneo AK release – causes C. neoformans cell lysis; adenylate kinase release luminescence, 4 h; normalised: neutral wells 0, clomiphene wells 100; lysis activity, % at 15 µM; 360,000 tested, 0.2% active; AID 651654;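 active = mean lysis activity across replicates of at least 80%, whatever share of replicates individually reach that level; inactive = mean lysis activity below 80%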
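Schedule: static 4 h at 37 °C with compound, 1 h detection; system: C. neoformans cells; benchmarks: Clomiphene as positive control; buffer or medium: fresh YPD medium; measure: luminescence rise reflecting yeast cell lysis; measured by: luminescent adenylate kinase detection reagent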
miR-122 sensor – inhibitors of miR-122 in Huh7 cells | AID 602342 | activation (reporter increase), % at 12.5 µM | 340,000 tested, 0.3% active | Huh7 miR-122 Renilla luciferase sensor, 48 h; neutral wells = 0, positive control = 100;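 active = mean replicate activation score at least 90 and every replicate individually at or above 90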;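 note: higher luciferase means less miR-122 activity so hits act as miR-122 inhibitors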
SIRT5 block – inhibitors of human sirtuin-5 desuccinylase. Q9NXA8. Purified SirT5, succinyl-peptide AMC, trypsin-coupled fluorescence. inhibition, % at 15 µM. 330,000 tested, 1.1% active. AID 652115; in the data active = inhibition above about 15%
Target sequence (Q9NXA8 whole entry, looked up): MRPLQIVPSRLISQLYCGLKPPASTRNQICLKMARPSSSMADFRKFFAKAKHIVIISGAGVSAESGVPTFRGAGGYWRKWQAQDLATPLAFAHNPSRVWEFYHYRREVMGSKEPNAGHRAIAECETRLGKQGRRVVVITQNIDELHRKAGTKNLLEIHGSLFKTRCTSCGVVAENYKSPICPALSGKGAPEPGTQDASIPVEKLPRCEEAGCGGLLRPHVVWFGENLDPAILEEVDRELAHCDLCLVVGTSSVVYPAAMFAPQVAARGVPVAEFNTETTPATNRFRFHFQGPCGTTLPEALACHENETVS
ARNT-TACC3 inh – disrupts binding between human ARNT and TACC3; inhibition, % at 9.99 µM; AID 623870; 390,000 tested, 0.66% active; Q9Y6A5; AlphaScreen His-ARNT PAS-B/GST-TACC3 binding, luminescence; TACC3 fragment carries E629A point mutation;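 active = mean inhibition of replicates at least 50% and at least half of replicates each reaching 50%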;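 note: 0% = complete ARNT plus TACC3 wells and 100% = ARNT alone without TACC3; many hits fall short of the cut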
* marks the source's active call; other numbers are inactive results; / = not tested or not shown; [ ] = another dose, or the depositor's remark.

smiles	Cneo AK release	esBAF inh	miR-122 sensor	ARNT-TACC3 inh	SIRT5 block	ERp5 inh	Statin myotox sup
O=C(C1CC1)N1CCCN(C(=O)C2CC2)CC1	0	-10	-6	-3	/	/	/
COc1ccc(-c2ccc3c(c2)S(=O)(=O)c2cccc(C(=O)N4CCN(C5CCCCC5)CC4)c2C3=O)cc1OC	4	3	/	-4	/	1	8
COc1ccccc1CNC(=O)N1CCN(S(=O)(=O)c2ccc(C)cc2)CC1	-1	4	-3	3	1	3	4
CC(=O)c1ccc(N2Cc3ccccc3C3(CCOCC3)C2=N)cc1	/	2	4	/	-3	1	1
Cc1ccc(NC(=O)C/C(N)=N/OC(=O)Nc2cccc(Cl)c2)cc1	-2	36	/	-13	-1	7	9
CCc1ccc(CNC(=O)C2CCN(S(=O)(=O)N3CCCCC3)CC2)cc1	-18	-12	-4	/	-1	8	12
Cc1cccc(NC(=O)CCN2C(=O)c3ccccc3C2=O)c1	-2	-4	-2	10	-3	2	4
Cc1noc(C)c1NC(=O)Nc1ccc2c(c1)C(=O)N([C@H](C)CO)C[C@H](C)[C@@H](CN(C)Cc1ccc3c(c1)OCO3)O2	0	7	-6[16.7 µM]	-8	3	0	-6
O=S(=O)(CCc1ccccc1)/N=C/c1cccs1	0	-7	0	-1	/	/	11
C[C@@H]1CN([C@@H](C)CO)S(=O)(=O)c2ccc(C#Cc3ccc(F)cc3)cc2O[C@H]1CN(C)S(=O)(=O)c1cn(C)cn1	-1	8	11[16.7 µM]	5	0	2	23
O=c1c2ccccc2c(/C=N/NS(=O)(=O)c2ccccc2)c(O)n1-c1ccccn1	/	/	/	26	-8	-8	/
CCCNC(=O)N1C[C@H]2[C@@H](c3ccccc31)[C@H](CO)N2CC1CCCCC1	1	-4	7[16.7 µM]	2	0	1	24
CCOc1ccc2[nH]c(=O)c(CN(CCOC)C(=O)N3CCOCC3)cc2c1	-1	0	-6	0	/	/	-2
O=S1(=O)CCC(NC(=S)Nc2ccccc2)C1 (stereo unspecified)	-12	11	-5	/	-1	-13	-6
O=C(CCCCCN1C(=O)c2ccccc2C1=O)Nc1cccc(O)c1	1	0	0	25	-2	0	18
Cc1c(OCc2nn[nH]n2)ccc2c(-c3ccccc3)cc(=O)oc12	0	6	0	-4	/	/	2
CO[C@@H]1CN(C)C(=O)c2ccc(NC(=O)Nc3ccccc3Cl)cc2OC[C@H](C)NC[C@@H]1C	-2	6	/	-1	-3	-3	-15
COc1ccc(NC(=S)N(CCN(C)C)C(C)c2ccco2)cc1 (stereo unspecified)	2	-6	12	5	-4	5	5
C[C@@H]1CN([C@H](C)CO)C(=O)c2cccc(NC(=O)Nc3ccc(C(F)(F)F)cc3)c2O[C@@H]1CN(C)CC1CC1	-1	-2	-1[16.7 µM]	-4	0	7	-10
Cc1cc(NC(=O)c2ccc(Cl)c(S(=O)(=O)N3CCOCC3)c2)no1	-2	-2	1	-8	-2	-2	128*

Taken from above:
Cc1c(OCc2nn[nH]n2)ccc2c(-c3ccccc3)cc(=O)oc12 @ Statin myotox sup: 2
Cc1ccc(NC(=O)C/C(N)=N/OC(=O)Nc2cccc(Cl)c2)cc1 @ esBAF inh: 36

(next part)
smiles	Cneo AK release	esBAF inh	miR-122 sensor	ARNT-TACC3 inh	SIRT5 block	ERp5 inh	Statin myotox sup
Cn1ncc2c(c(SCc3ccc(Cl)cc3Cl)nn2C)c1=O	/	-2	/	-1	-6	0	1
COc1ccc(NS(=O)(=O)c2ccc3c(c2)N(C(C)=O)CC(C)S3)c(OC)c1 (stereo unspecified)	0	-3	5	-4	0	-2	3
COc1ccc(/C=N/NC(=O)c2cc[n+]([O-])cc2)cc1O	-1	-8	/	72*	8	3	16
O=C(NC(=O)c1ccccc1)Nc1cccc(S(=O)(=O)N2CCCCC2)c1	0	9	0	2	-1	2	-16
COc1cnc(-c2cccc(C(F)(F)F)c2)[nH]c1=O	/	4	-6	0	6	9	-1
CCNc1nc(NCC)nc(N/N=C/c2ccccc2)n1	10	1	-5	24	-4	7	-1
CO[C@@H](CN(C)Cc1cc(F)ccc1F)[C@@H](C)CN(C(=O)Nc1ccc(F)cc1)[C@H](C)CO	-3	1	/	6	-1	-2	-1
Cc1ccc(S(=O)(=O)NC(C(=O)N2CCOCCOCCOCC2)c2ccccc2)cc1 (stereo unspecified)	/	/	-8	/	-2	-8	/
C[C@@H]1CN([C@@H](C)CO)C(=O)c2cccc(NC(=O)NC3CCCCC3)c2O[C@@H]1CN(C)Cc1ccncc1	5	1	1[16.7 µM]	-2	1	-4	0
O=C(Cn1cnc2c(cnn2-c2ccc(F)cc2)c1=O)OCc1ccccc1	-1	-6	0	-29	/	/	2
Cc1ccccc1OCCC(=O)OCC(=O)Nc1cc(S(=O)(=O)N2CCOCC2)ccc1Cl	1	-8	5	0	-2	-2	-2
COc1cccc(-c2cn(CC[C@H]3CC[C@H](NC(=O)CN(C)C)[C@H](CO)O3)nn2)c1	-2	0	/	15	1	-3	3
O=C(COC(=O)Cn1cnc2ccccc21)NCc1ccc(F)cc1	/	/	/	-7	-1	3	/
O=C(Nc1ccc(Cl)c(S(=O)(=O)N2CCOCC2)c1)c1n[nH]c(=O)c2ccccc12	-1	4	/	1	0	7	6
CCN(CC)S(=O)(=O)c1ccc(O)c(C(=O)OCC(=O)Nc2cc(C)c(C)cc2[N+](=O)[O-])c1	/	/	/	-1	3	-2	/
COC(=O)c1cccc(NC(=O)CCN2C(=O)NC(C)(C)C2=O)c1	12	-1	1	/	-7	2	5
CC(C)c1[nH]nc2c1C(c1ccco1)C(C#N)=C(N)O2 (stereo unspecified)	-1	/	/	-5	-5	5	/
N#C/C(=C/N1CCOCC1)c1ccccc1	0	3	1	1	/	/	12
COc1cccc2sc(NNC(=O)c3nc4ccccc4s3)nc12	1	7	0	3	-2	-3	3
C[C@@H]1CN([C@H](C)CO)C(=O)c2cc(NC(=O)Nc3ccc4c(c3)OCO4)ccc2O[C@@H](C)CCCCO[C@H]1CN(C)S(=O)(=O)c1cccs1	-1	-1	-2[16.7 µM]	-3	18*	0	/

Quoted at random: four entries already listed, in no set order.
smiles	Cneo AK release	esBAF inh	miR-122 sensor	ARNT-TACC3 inh	SIRT5 block	ERp5 inh	Statin myotox sup
COc1cccc(-c2cn(CC[C@H]3CC[C@H](NC(=O)CN(C)C)[C@H](CO)O3)nn2)c1	-2	0	/	15	1	-3	3
C[C@@H]1CN([C@@H](C)CO)S(=O)(=O)c2ccc(C#Cc3ccc(F)cc3)cc2O[C@H]1CN(C)S(=O)(=O)c1cn(C)cn1	-1	8	11[16.7 µM]	5	0	2	23
COc1ccccc1CNC(=O)N1CCN(S(=O)(=O)c2ccc(C)cc2)CC1	-1	4	-3	3	1	3	4
CO[C@@H](CN(C)Cc1cc(F)ccc1F)[C@@H](C)CN(C(=O)Nc1ccc(F)cc1)[C@H](C)CO	-3	1	/	6	-1	-2	-1

Carrying on.
smiles	Cneo AK release	esBAF inh	miR-122 sensor	ARNT-TACC3 inh	SIRT5 block	ERp5 inh	Statin myotox sup
COCC(=O)N[C@H]1CC[C@H](CC(=O)NCc2ccccc2OC)O[C@@H]1CO	2	-1	/	-1	2	-6	6
CCOCCCN(CC(=O)NC1CCCC1)C(=O)C(=O)Nc1ccc2c(c1)OCCO2	3	0	/	/	-4	1	2
CCOC(=O)N1CCN(C(=O)CCn2c(=S)[nH]c3ccccc3c2=O)CC1	-1	0	-6	-2	-6	0	24
CC1Cc2ccccc2N1C(=O)COC(=O)/C=C/c1cccc(F)c1 (stereo unspecified)	2	-4	-6	2	1	2	1
COc1ccc(OC)c(-c2csc(NC(=O)CSc3ccc([N+](=O)[O-])cc3)n2)c1	-11	-4	1	/	2	4	-9
COc1ccc(C(O)c2nc(-c3cccc(C(F)(F)F)c3)cs2)cc1 (stereo unspecified)	1	-1	3	/	/	5	18
CN(CC(=O)Nc1ccc(Cl)c(C(F)(F)F)c1)Cc1cc(=O)n2ccsc2n1	1	-4	-2	-2	-3	1	1
Cc1cc(C(=O)N2CCCc3ccccc32)ccc1[N+](=O)[O-]	2	10	-6	-4	6	2	-5
COc1cccc(N2CCc3c(C)nc4ccc(Cl)cc4c32)c1	10	3	-1	-16	4	-1	-40
COc1ccc(CN2CCC2(C)C(=O)Nc2cnc3ccccc3c2)c2ccccc12 (stereo unspecified)	0	10	-2	/	-3	3	13
CCCC#Cc1cnc2c(c1)C(=O)N([C@@H](C)CO)C[C@H](C)[C@H](CN(C)C(=O)C1CC1)O2	-6	-9	1[16.7 µM]	-5	-3	-2	/
CCCCNC(=S)NNC(=O)c1c(C)nc2ccccn12	/	/	/	-13	2	-7	/
Cc1[nH]c(=O)[nH]c(=O)c1S(=O)(=O)N1CCCC(C(=O)NCc2ccc3c(c2)OCO3)C1 (stereo unspecified)	/	/	13	/	1	1	/
COC(=O)C1=C(N)Oc2cc(C)n(CC3CCCO3)c(=O)c2C1c1ccccc1 (stereo unspecified)	4	-5	3	-5	/	/	/
Cc1ccc(C)c(OCCC(=O)OC(C)C(=O)Nc2c(C)n(C)n(-c3ccccc3)c2=O)c1 (stereo unspecified)	1	-2	4	-2	-1	2	5
O=C(NNc1cc(N2CCOCC2)nc(N2CCOCC2)n1)c1ccc(Cl)cc1Cl	1	/	1	-3	/	/	/
COc1cccc(CNC(=O)[C@H]2[C@H](CO)[C@H]3Cn4c(cccc4=O)[C@@H]2N3C(=O)C2CCCCC2)c1	2	-6	/	-2	3	2	14
COc1ccc2[nH]c(=O)c(NC(N)=S)nc2c1	0	6	-4	3	1	4	46
C1CCCN(CCCCN2CCCCCC2)CC1	/	5	-11	4	/	/	-26
CCOc1ccc(N(CC(=O)NCC2CCCO2)S(=O)(=O)c2ccc(Cl)cc2)cc1 (stereo unspecified)	1	-9	2	-9	/	/	5
Cc1ccc(C)c(OCCC(=O)OCC(=O)NC(=O)NC2CCCC2)c1	4	0	-1	-8	6	3	-15
CCCCCCC1CC(=CN(C)C)C(=O)O1 (stereo unspecified)	-2	/	/	/	-2	-1	/
C/C(Cl)=C\Cn1c(Nc2ccccc2)nc2c1c(=O)n(C)c(=O)n2C	-1	-4	-9	-2	/	/	2
Oc1ccc(N=Nc2n[nH]c(-c3ccc(Cl)cc3)n2)cc1	-11	5	11	6	2	-7	-102
Cc1nn(C)c(Cl)c1C(N)=O	3	0	-5	-7	0	-1	-1
CC(C)CC1NC(=S)N(Cc2ccccc2)C1=O (stereo unspecified)	1	-3	-16	-6	1	4	0
CN(Cc1cccs1)C(=O)Cc1csc(-c2ccccc2)n1	-1	-25	1	-42	-2	1	18
COC(=O)c1cncc(C)c1	/	/	/	1	-3	-3	/
CCOC(=O)Cn1c(COc2ccccc2OC)[n+](C)c2ccccc21	3	1	-4	/	-2	2	4
COc1ccc(Oc2ncnc3c2oc2ccc(Br)cc23)cc1	1	-3	-3	-2	/	/	11
COc1cc(CC(NC(C)=O)C(=O)NC2CCN(c3c(Cc4ccccc4)c(C)nc4ncnn34)CC2)cc(OC)c1 (stereo unspecified)	8	/	1	-2	/	/	/
CCN1[C@@H]2c3ccc(-c4ccc(OC)cc4)c(=O)n3C[C@H]1[C@H](CO)[C@H]2C(=O)NCC1CC1	-1	-3	5[16.7 µM]	5	-38	-1	-3
COc1ccc(S(=O)(=O)Nc2cc(OC)c(NC(=O)c3ccco3)cc2OC)cc1	0	8	13	6	/	/	1
CNCCOc1ccc(Cl)c(Cl)c1	1	-4	10	/	0	0	9
O=C(CCn1c(=O)c2sccc2n(CC(=O)NCc2ccco2)c1=O)NCc1ccccc1	1	-2	-6	3	/	/	2
C#CCOC(=O)CCCNc1ccc([N+](=O)[O-])cc1[N+](=O)[O-]	-6	2	0	1	/	/	9
COc1ccc(NS(=O)(=O)c2ccc(N3CCOCC3)c(N)c2)cc1	2	-29	/	0	-3	-4	-14

Screening results deposited in PubChem by Broad Institute.
